POLB inh – blocks human DNA polymerase beta activity; P06746; Pol beta primer extension/strand displacement, fluorescence kinetic; Potency, µM (highest dose often 114 µM), inactives show at the highest dose activity change, negative = inhibition, usual class: inhibitors; 1.3% of 340,000 active; also: potency is read from the fitted curve at half-maximal effect; % is scaled to controls: 0 for no effect and ±100 for the full control effect
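Enzyme-only controls used 10 nM Pol beta; buffer lacking enzyme served as negative control. Compound preincubated 15 min, then 50 nM substrate added; 0 and 10 min reads at room temperature.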
LDHA inh – LDHA (human) enzyme inhibition | 0.15% of 480,000 active | activity change, % (values are at about 110 or 230 µM) | AID 1347041 | P00338 | purified LDHA, NADH/diaphorase-resazurin fluorescence; active compounds read low; in the data active = activity change below about -30%; inconclusive = mostly about -25% to -30%;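 also: plate controls were DMSO wells for no effect and wells without enzyme for full effect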
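Human LDH5 (2 nM) was incubated with 0.06 mM NADH and 0.2 mM pyruvate for 5 min at room temperature in Tris pH 7.4. Remaining NADH was coupled through diaphorase/resazurin, and resorufin fluorescence was read at 0 and 20 min.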
APE1 inh – inhibitors of human APE1 endonuclease. P27695. AID 2517. 0.35% of 350,000 active. recombinant APE1, TAMRA/BHQ-2 abasic DNA cleavage fluorescence. Potency, µM (titrated, usually from 65.8 µM), for inactives: top-dose activity change, negative = inhibition, hits mostly inhibitors;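 also: potency is read from the fitted curve at half-maximal effect; plate controls were vehicle for no effect and reference inhibitor for full effect; nearly all actives have a fitted effect of over 55% in size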
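0.75 nM APE1 + cpd, 15 min RT; start w/ 50 nM TAMRA/BHQ-2 THF-abasic dsDNA; kinetic fluor 525/598 nm ×3 reads @60 s; Δ(read3−read1); normalized to DMSO and NSC13755 control wells.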
POLH inh – blocks human DNA polymerase eta activity; Potency, µM (titrated, usually from 114 µM), for the others: at the highest dose activity change, negative = inhibition, actives largely listed as inhibitors; recombinant Pol eta, fluorescent DNA replication assay; Q9Y253; 1.2% of 390,000 active; also: potency is read from the fitted curve at half-maximal effect; % is scaled to controls: 0 for no effect and ±100 for the full control effect
Target sequence (Q9Y253 whole entry, looked up): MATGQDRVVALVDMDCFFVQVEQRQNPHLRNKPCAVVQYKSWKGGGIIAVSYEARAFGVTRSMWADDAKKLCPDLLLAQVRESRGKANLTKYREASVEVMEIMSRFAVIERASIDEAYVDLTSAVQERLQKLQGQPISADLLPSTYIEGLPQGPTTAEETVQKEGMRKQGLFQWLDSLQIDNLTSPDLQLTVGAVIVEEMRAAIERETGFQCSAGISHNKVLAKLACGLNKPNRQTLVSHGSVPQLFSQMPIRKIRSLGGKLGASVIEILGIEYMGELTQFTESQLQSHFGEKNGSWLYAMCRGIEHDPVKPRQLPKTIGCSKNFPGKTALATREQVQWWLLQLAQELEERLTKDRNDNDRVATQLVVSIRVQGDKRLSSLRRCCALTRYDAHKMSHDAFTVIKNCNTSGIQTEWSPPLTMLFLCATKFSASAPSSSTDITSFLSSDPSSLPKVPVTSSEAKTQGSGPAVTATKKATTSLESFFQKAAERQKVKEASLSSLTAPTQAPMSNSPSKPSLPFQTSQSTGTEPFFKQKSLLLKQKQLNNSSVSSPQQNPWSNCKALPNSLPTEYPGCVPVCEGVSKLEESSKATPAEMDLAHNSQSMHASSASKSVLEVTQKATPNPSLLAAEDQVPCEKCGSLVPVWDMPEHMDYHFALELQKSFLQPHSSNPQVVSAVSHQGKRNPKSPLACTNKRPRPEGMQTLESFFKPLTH
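Pol eta (10 nM) was preincubated with compounds for 15 min at room temperature, after which fluorescent replication substrate (50 nM final) was added to start the reaction. Fluorescence was read kinetically at 0 and 10 min.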
Apoferritin bind – candidate novel general anesthetic via apoferritin binding. AID 485281. apoferritin/1-aminoanthracene competitive binding, fluorescence. 0.074% of 350,000 active. P02791. Potency, µM (doses to about 77.5 µM), without a hit: at the top dose activity change, negative = displacement, usual class: inhibitors; also: potency is read from the fitted curve at half-maximal effect; % is scaled to controls: 0 for no effect and ±100 for the full control effect; nearly all actives have a fitted effect of over 20% in size
Target sequence (P02791 2-175 limits assumed): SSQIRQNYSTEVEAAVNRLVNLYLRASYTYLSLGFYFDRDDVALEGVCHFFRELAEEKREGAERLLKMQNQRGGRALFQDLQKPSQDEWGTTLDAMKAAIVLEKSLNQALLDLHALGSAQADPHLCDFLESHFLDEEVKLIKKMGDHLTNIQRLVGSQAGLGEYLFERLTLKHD
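Horse-spleen apoferritin (10 uM) in 50% saturated 1-aminoanthracene in PBS was incubated 10 min at room temperature with compound. Fluorescence (ex 380, em 535 nm) was normalized to free and bound 1-AMA, with concentration-response fitted by a four-parameter Hill equation.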
Pol iota inh – blocks human DNA polymerase iota activity; 1% of 390,000 active; Potency, µM (doses to about 115 µM), for inactives: top-dose activity, negative = inhibition, hits mostly inhibitors; Pol iota fluorescent replication assay, 10 min; also: potency is read from the fitted curve at half-maximal effect
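Fluorescent replication assay read twice, at 0 min and 10 min after adding 50 nM (final) substrate. Enzyme (10 nM) and compounds were first incubated 15 min at room temperature; enzyme-free buffer wells were negative controls.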
POLK inh – blocks human DNA polymerase kappa activity | AID 588579 | purified Pol kappa, fluorescent DNA synthesis assay, 10 min | Q9UBT6 | Potency, µM (series often up to 107 µM), for the others: at the top dose activity, negative = inhibition, usual class: inhibitors | 0.53% of 400,000 active; also: potency is read from the fitted curve at half-maximal effect; % is scaled to controls: 0 for no effect and ±100 for the full control effect
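Here, compound and 10 nM enzyme are combined for 15 min at room temperature; adding 50 nM substrate (final) starts DNA synthesis, tracked by fluorescence at 0 and 10 min against buffer-only wells.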
BLM inh – inhibitors of human Bloom syndrome helicase BLM; recombinant BLM DNA unwinding, fluorescence dequenching; Potency, µM (top dose mostly 56.1 µM), without a hit: top-dose activity change, negative = inhibition, actives largely listed as inhibitors; 0.2% of 350,000 active; AID 2528;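 also: potency is read from the fitted curve at half-maximal effect; plate controls were vehicle for no effect and no enzyme for full effect; nearly all actives have a fitted effect of over 35% in size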
GRP78 ERSR act – inducers of ER stress response in human glioma cells | Potency, µM, inactives show at the highest dose activation, hits mostly activators | U87-MG GRP78 promoter luciferase reporter, 16 h | AID 602332 | 0.02% of 420,000 active; also: potency is read from the fitted curve at half-maximal effect; series mostly up to about 76 µM; % of control where 0% means no effect; nearly all actives have a fitted effect of over 35% in size
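Stably transfected U87-MG glioma cells carrying a GRP78-based luciferase sensor; 16 h compound incubation. Luminescence end-point read 10 min after Bright-Glo addition at room temperature.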
* marks the source's active call; other numbers are inactive results; ? = inconclusive; . = not tested or not shown; [ ] = remark or other dose. Unless noted, calls follow the shape of the dose curve; as a rule, active = well fitted curve in the direction sought with a large enough effect; inconclusive = small, poorly fitted or top-dose-only effect, or another doubt; inactive = no such curve, though single readings can be large; an effect the other way counts as inactive or inconclusive. Not all compounds are listed; count on the stated rates, not on these rows.

Every second line gives: Pol iota inh | BLM inh | APE1 inh | GRP78 ERSR act | POLK inh | POLH inh | LDHA inh | POLB inh | Apoferritin bind
1: COc1ccc(-c2csc(NC(=S)NC(=O)c3cccs3)n2)cc1OC
  ? | -19% | -9% | -2% | -11% | 20µM* | 1 | ? | -13%
2: CCc1ccc(NC(=O)C2C3/C=C\CCCCC32)cc1 (centres undefined)
  71%[activator] | 5% | 21% | 8% | -7% | -11% | -5 | 23% | -8%
3: COc1ccc(CCNS(=O)(=O)c2cc3c4c(c2)C(C)C(=O)N4CCC3)cc1OC (centres undefined)
  7% | 0% | -5% | 1% | -11% | -18% | -10 | 10% | -8%
4: Cc1ccc(/C=C/C(=O)OC(C)C(=O)Nc2ncc(Cl)cc2Cl)o1 (centres undefined)
  -1% | -2% | 8% | -2% | -15% | -23% | -10 | 6% | -2%
5: CC(=O)c1ccc(N2CCN(C(=O)CCC(=O)c3cccs3)CC2)cc1
  28% | -1% | -1% | 5% | -27% | -11% | -5 | -3% | -12%
6: CN(Cc1cccc(F)c1)C(=O)c1ccc2c(=O)n3c(nc2c1)CCC3
  57%[activator] | -1% | 16% | 0% | 2% | -21% | -6 | 23% | -6%
7: O=c1cc(-c2ccncc2)oc2ccccc12
  3% | 2% | 17% | -3% | -10% | ? | 5 | 0% | -18%
8: CCCCOc1ccc(CNC(=O)C2CCCN(c3nnc(-n4c(C)ccc4C)s3)C2)cc1 (centres undefined)
  13% | -2% | . | 5% | -17% | -7% | -2 | -28% | -11%
9: CCOc1cc(OCC)cc(C(=O)NCc2ccco2)c1
  ? | 1% | -25% | 1% | -22% | 7% | -1 | -18% | 0%
10: O=C(CNC(=O)c1ccccc1F)NCCN1C(=O)S/C(=C\c2ccccc2Cl)C1=O
  11% | -1% | 26% | 0% | 3% | -9% | -2 | 9% | -19%
11: Cc1ccc(CNC(=O)C2CC3Cn4c(nc5ccccc54)C3N2C)o1 (centres undefined)
  19% | . | -12% | -5% | -2% | 0% | 0 | . | .
12: COc1ccc(Sc2nc(-c3ccccc3)ncc2OC)cc1
  -8% | -5% | -4% | -2% | -2% | -20% | -1 | -2% | -6%
13: COc1ccc(C(=O)NCCN2CCOCC2)cc1[N+](=O)[O-]
  28% | 0% | 1% | -7% | 1% | -20% | 3 | 12% | -3%
14: O=C(NCC(O)c1ccccc1)c1ccc(Cl)c(S(=O)(=O)N2CCCCC2)c1 (centres undefined)
  14% | -2% | 8% | 3% | -4% | -26% | 1 | 12% | -18%
15: CCN(C1=NS(=O)(=O)c2ccccc21)N(CC)S(=O)(=O)c1ccc(C)cc1
  4% | -14% | -4% | -2% | -5%[60.1 µM] | -8% | 1 | 0% | -21%
16: O=C(CCS(=O)(=O)Cc1cccc(Cl)c1)NCCc1ccccc1
  60% | -1% | -4% | -1% | -14% | -18% | -7 | 5% | 9%
17: CCOC(=O)C[n+]1c(C)ccc2c1CCC2
  28% | -3% | -4% | -4% | -4% | -9% | -1 | 23% | 11%
18: CCOc1ccccc1CN1CCc2nc(N3CCN(C)CC3)ncc2C1
  -8% | 6% | . | -3% | -2%[60.1 µM] | -17% | -2 | -27% | 5%
19: Cc1ccc(Cl)cc1NC(=O)C(=O)N1CCCCC1
  7% | -5% | 5% | -1% | -5% | -10% | -13 | 2% | -12%
20: Cc1ccccc1-n1nc2c(c1NC(=O)c1cccs1)CS(=O)(=O)C2
  -8% | 0% | 27% | 0% | 1% | 4% | 1 | 31% | -5%
21: CCOC(=O)c1c(NS(C)(=O)=O)sc2c1CCC(C)C2 (centres undefined)
  ? | -4% | -1% | -1% | -12% | 4% | 0 | 5% | -23%
22: Brc1ccc(-n2cnc(-c3ccccc3)c2)cc1
  139%[activator] | -5% | 23% | -3% | -9% | 0% | -4 | 26% | -10%
23: N#CCCn1cc(/C=N/NC(N)=S)c(-c2ccc(-c3ccccc3)cc2)n1
  0% | -15% | -8% | 6% | -12% | -1% | -8 | -8% | 3%
24: CCCCN1CCC[C@H]1CNC(=O)c1cc(C#N)c2ccccc2c1OC
  . | 40%[activator] | -4% | -8% | 14%[60.1 µM] | . | . | . | 1%
25: COc1cccc(NC(=O)C2CCN(c3nn4cc(-c5ccc(F)cc5)nc4s3)CC2)c1
  7% | 0% | . | -2% | -18% | -12% | -5 | -13% | 7%
26: CC(C)(C)CC(=O)NCCCN1CCOCC1
  45%[activator] | 1% | -8% | 0% | 6% | -19% | -8 | 3% | -5%
27: CC(=O)c1ccc(NC(=O)c2cccc(NC(=O)c3ccccc3)c2)cc1
  ? | -17% | 31% | 0% | -7% | -14% | 1 | ? | -20%
28: COc1ccc(C(=O)NCCCCCC(=O)O)cc1OC
  -10% | 1% | 32%[activator] | -6% | -3% | -10% | -3 | ? | -10%
29: CCc1ccc(NS(=O)(=O)c2cc(OC)ccc2OC)cc1
  20% | -4% | 2% | -3% | -9%[60.1 µM] | -19% | -3 | -2% | ?
30: CC(C)c1cnc2c(c1SCC(=O)Nc1cccc([N+](=O)[O-])c1)c(=O)n(C)c(=O)n2C
  -23% | -1% | . | -5% | -1%[60.1 µM] | -14% | 9 | -1% | ?

Every second line gives: Pol iota inh | BLM inh | APE1 inh | GRP78 ERSR act | POLK inh | POLH inh | LDHA inh | POLB inh | Apoferritin bind
31: Cc1ccnc(NC(=O)CCc2c[nH]c3ccccc23)c1
  -3% | -8% | 7% | 0% | -19% | 5% | -3 | ? | -15%
32: O=S(NCc1ccco1)C12CC3CC(CC(C3)C1)C2 (centres undefined)
  -13% | -1% | 5% | 2% | -18% | -3% | 1 | -26% | 3%
33: O=C(CNC(=S)N(Cc1ccccc1)Cc1cccnc1)N1CCOCC1
  153%[activator] | -6% | -6% | -3% | -5% | 1% | -6 | 17% | -1%
34: COc1ccc(NC(=O)C2CCN(c3ccc(Sc4ccc(C)cc4)nn3)CC2)c(OC)c1
  7% | -11% | . | -2% | -5% | -19% | -4 | ? | -14%
35: CCC(=O)[C@@]1(C)[C@H](C)C[C@H]2[C@@H]3CCC4=CC(=O)C=C[C@]4(C)[C@H]3[C@@H](O)C[C@@]21C
  3% | . | 0% | 0% | -12% | -8% | -5 | . | .
36: Cc1cccc(OCC(=O)Nc2nnc(S(=O)(=O)N3CCc4ccccc43)s2)c1
  ? | -3% | . | -6% | ? | 89µM* | -1 | 18% | -8%
37: Cc1ccc(S(=O)(=O)N2CCOCC2)cc1C(=O)Nc1nc(-c2ccccn2)cs1
  50%[activator] | . | 11% | -1% | -12% | -12% | 17 | . | .
38: O=C(NCc1ccccc1)c1sc(=S)n2c1[nH]c(=O)c1ccccc12
  -15% | -9% | -2% | 2% | -25% | ? | -9 | -3% | -12%
39: Cc1cccc(C)c1NC(=S)NCCCN1CCCC1=O
  -7% | -2% | -5% | -5% | -13% | -12% | -4 | 22% | -8%
40: Cc1cccc(/N=C2/NC(=O)C(Cc3ccccc3)S2)n1 (centres undefined)
  0% | -4% | -1% | -4% | -4% | ? | -1 | 10% | -9%
41: CC(=O)NS(=O)(=O)c1ccc(NC(=O)CSc2ccc(Cl)cc2)cc1
  40%[activator] | 3% | 2% | 1% | 6% | -6% | -1 | 20% | -7%
42: COCCn1c(SCC(=O)NCc2ccc(F)cc2)nc2ccccc21
  -1% | 1% | 7% | -3% | 2% | -24% | -7 | 14% | -6%
43: Cc1noc(NS(=O)(=O)c2ccc(NC(=O)c3ccc(F)cc3)cc2)c1C
  16% | . | 13% | -5% | -9% | -5% | -7 | . | .
44: CCOC(=O)c1[nH]c2c(c1C)C(=O)CC(c1ccc(F)cc1)C2 (centres undefined)
  36% | -10% | ? | -4% | 6% | ? | -1 | ? | -13%
45: CCCNC(=O)c1ccccc1NC(=O)CSCc1ccc(OC)cc1
  12% | -3% | 3% | -1% | -8% | 4% | -8 | -4% | -14%
46: O=C(Nc1ccc(C(=O)N2CCN(c3ccc(Cl)cc3)CC2)cc1)c1nsc2ccccc12
  -17% | -5% | . | -11% | 4%[60.1 µM] | -12% | 4 | 13% | -11%
47: C=CCNc1nc(Nc2cc(Cl)ccc2OC)nc(OC)n1
  -7% | -3% | 14% | 0% | -6% | -9% | -5 | 3% | 1%
48: CN(NS(=O)(=O)c1ccccc1)C(=O)c1ccccc1
  41%[activator] | . | . | -3% | -6% | -20% | -12 | . | .

From PubChem BioAssay
